Screening results (PubChem BioAssay)
TEAD-YAP block: TEAD-YAP interaction inhibition, primary screen, TEAD-YAP interaction inhibitor project, luminescence, HEK-TIYL cells; TEAD-Gal4/YAP UAS-luciferase luminescence; inhibition, % at 9.12 µM; hit rate 1.4% among 640,000; AID 1259422, 2018; in the data active = inhibition above about 32%;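 also: 0% = median of test compound wells and 100% = reference inhibitor wells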
FBW7 activator: FBW7 E3 ligase activators, primary screen, biochemical, AlphaScreen, human; normalized activity (activation), % at 26.1 µM; AlphaScreen FBW7–phospho-cyclin E peptide binding, activator screen; hit rate 0.13% among 650,000; F-box/WD repeat-containing protein 7 (Homo sapiens), Q969H0; in the data active = normalized activity above about 1.9%;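 also: purified mutant Fbw7 with reduced substrate affinity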
MITF primary: MITF inhibitors, primary screen, biochemical, AlphaScreen, human; Microphthalmia-associated transcription factor (Homo sapiens), O75030; hit rate 0.91% among 650,000; inhibition, % at 2.6 µM; AlphaScreen MITF homodimerization, bead proximity signal; in the data active = inhibition above about 50%;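 also: 0% = vehicle wells with protein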
Target sequence (O75030 whole entry, looked up): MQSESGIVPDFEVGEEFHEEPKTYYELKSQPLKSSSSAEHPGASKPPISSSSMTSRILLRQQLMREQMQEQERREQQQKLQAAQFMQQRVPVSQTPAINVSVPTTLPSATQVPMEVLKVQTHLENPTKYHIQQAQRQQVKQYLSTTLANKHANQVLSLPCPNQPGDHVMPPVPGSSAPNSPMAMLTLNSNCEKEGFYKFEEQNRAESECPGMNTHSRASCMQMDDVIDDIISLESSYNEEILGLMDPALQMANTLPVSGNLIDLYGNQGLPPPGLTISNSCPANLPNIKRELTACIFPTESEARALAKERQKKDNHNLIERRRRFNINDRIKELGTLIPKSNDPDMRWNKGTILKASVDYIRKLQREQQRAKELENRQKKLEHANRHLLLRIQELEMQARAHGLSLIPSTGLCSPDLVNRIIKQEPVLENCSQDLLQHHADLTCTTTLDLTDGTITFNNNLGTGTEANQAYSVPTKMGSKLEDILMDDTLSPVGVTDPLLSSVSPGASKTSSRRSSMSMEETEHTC
GPR151 activ: activators of human GPR151, primary screen, cell-based, PathHunter beta-arrestin, luminescence | AID 1508602, 2020 | G-protein coupled receptor 151 (Homo sapiens), Q8TDV0 | activation, % at 11.2 µM | hit rate 1% among 650,000 | PathHunter beta-arrestin GPR151 cells; in the data active = activation above about 4.9%;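 also: 0% = median of compound wells and 100% = cells with positive control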
Target sequence (Q8TDV0 whole entry, looked up): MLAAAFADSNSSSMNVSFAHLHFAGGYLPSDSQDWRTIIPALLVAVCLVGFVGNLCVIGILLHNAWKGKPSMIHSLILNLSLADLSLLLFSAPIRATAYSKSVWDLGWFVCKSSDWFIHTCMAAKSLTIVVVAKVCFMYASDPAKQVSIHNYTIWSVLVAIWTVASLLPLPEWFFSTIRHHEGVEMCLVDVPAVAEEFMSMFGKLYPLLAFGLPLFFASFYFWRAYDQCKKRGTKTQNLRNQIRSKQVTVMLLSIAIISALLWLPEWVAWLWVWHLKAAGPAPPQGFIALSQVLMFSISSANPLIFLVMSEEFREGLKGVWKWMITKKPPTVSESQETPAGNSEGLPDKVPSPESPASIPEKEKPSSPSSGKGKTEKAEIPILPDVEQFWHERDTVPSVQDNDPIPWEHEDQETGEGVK
The depositor's hits bear a star; / = not tested or not shown. The order is random; 3.5% or so of the library scored in one or more.

Molecule,TEAD-YAP block,FBW7 activator,MITF primary,GPR151 activ
CCOc1ccc(S(=O)(=O)NCc2ccc3c(c2)OCO3)c(C)c1C,-1,0.0,-8,-0.2
CCC(CC)C(=O)Nc1cccc(C(F)(F)F)c1,-4,-0.1,-9,-1.4
COc1ccc(OCC(=O)N/N=C/c2ccc([N+](=O)[O-])s2)cc1,-5,-0.1,10,-0.1
COc1cccc(C(=O)Nc2ccccc2-c2nc3ccccc3[nH]2)c1,1,-0.1,4,0.3
CC(=O)Nc1ccc2c(c1)sc(=NC(=O)c1ccc([N+](=O)[O-])o1)n2C,4,-0.1,1,-0.3
COc1ccc([N+](=O)[O-])cc1NC(=O)C1CCCNC1=O (centres undefined),-1,-0.2,-4,0.3
N#C/C(=C1\CCCCCN1)c1nc2ccccc2[nH]1,9,-0.1,21,0.4
Cc1[nH]n(-c2ccc([N+](=O)[O-])cc2)c(=O)c1C=NCCN1CCN(C(=O)c2ccc(Br)cc2)CC1,9,0.0,8,-9.1
Cc1cc(C)nc(Nc2ccccc2O)n1,-10,0.0,-12,0.2
CCS(=O)(=O)N1CCN(S(=O)(=O)c2ccc(C(=O)OC)cc2)CC1,1,-0.2,-4,0.7

Next entries:
Molecule,TEAD-YAP block,FBW7 activator,MITF primary,GPR151 activ
Cc1ccc(/C=N/Nc2nc3ccc(Cl)cc3[nH]2)o1,-52,0.0,18,0.0
O=C(Nc1ccccc1Cl)N[C@H]1C[C@H]2C(=O)N3CCC[C@H]3C(=O)N2C1,-6,-0.1,0,1.0
COc1cccc(OC)c1C(=O)Nc1nc2ccc3nc(C)sc3c2s1,-1,0.0,19,-1.6
Cc1ccc(-c2ccc(=O)n(CCC(=O)NCCN3C(C)CCCC3C)n2)cc1 (centres undefined),7,0.1,6,0.3
O=C(Nc1nc2ccccc2s1)c1ccco1,-24,0.2,15,-11
O=C(Nc1ncc2c(n1)CC(c1ccccc1Cl)CC2=O)c1ccccc1 (centres undefined),-7,0.0,-5,0.9
Nc1ncnc(N(c2ccccc2)C2CCCCC2)c1[N+](=O)[O-],-5,-0.1,16,0.9
Cc1ccc(N2C(=O)CSC2c2ccccc2Br)cc1 (centres undefined),-4,0.1,2,-0.5
CC(=O)Nc1ccc(/C=C(\C#N)C(=O)NC2CCCCC2)cc1,-7,0.3,2,-1.0
CCN(CCn1cccn1)C(=O)CCc1nnc(-c2ccsc2)o1,-4,-0.1,-10,0.8

Next part:
Molecule,TEAD-YAP block,FBW7 activator,MITF primary,GPR151 activ
COc1ccccc1C1N=C(c2ccc(Cl)cc2)CC(c2ccccc2O)N1 (centres undefined),-37,-0.1,5,-0.2
Cc1ccc(S(=O)(=O)C(CNC(=O)C(=O)NCc2ccco2)c2cccs2)cc1 (centres undefined),8,0.0,9,-0.9
COc1ccc(C(=O)NCCc2cccs2)cc1OC,-35,0.7,15,-0.7
Cc1ccccc1C(=O)N=c1sccn1C,-22,0.0,-7,1.6
CN1CCN(c2ccc(/C=C(/C#N)c3nc4ccccc4[nH]3)cc2[N+](=O)[O-])CC1,-6,-0.1,24,-0.8
C/C(=N\Nc1cc(-n2nc(C)cc2-c2ccccc2)ncn1)c1ccncc1,3,-0.1,-8,0.4
CCN(CC)c1ccc(NS(=O)(=O)c2ccc3c(c2)CCN3C(=O)C2CC2)c(C)c1,11,0.1,0,-0.5
O=C(Nc1ccc(Cl)c(C(=O)N2CCOCC2)c1)c1ccccc1,-11,-0.1,2,1.2
Cc1ccccc1Cn1nc(C)c(NC(=O)CCCn2nc(C)c([N+](=O)[O-])c2C)c1C,-14,-0.2,-2,-0.1
CN(C)c1ccc(/C=N/NC(=O)CN2CCSCC2)cc1,-13,0.2,13,0.2

Some entries already given, limited to TEAD-YAP block and GPR151 activ.
| SMILES | TEAD-YAP block | GPR151 activ |
| --- | --- | --- |
| Cc1ccccc1C(=O)N=c1sccn1C | -22 | 1.6 |
| CN1CCN(c2ccc(/C=C(/C#N)c3nc4ccccc4[nH]3)cc2[N+](=O)[O-])CC1 | -6 | -0.8 |
| C/C(=N\Nc1cc(-n2nc(C)cc2-c2ccccc2)ncn1)c1ccncc1 | 3 | 0.4 |
| CCN(CC)c1ccc(NS(=O)(=O)c2ccc3c(c2)CCN3C(=O)C2CC2)c(C)c1 | 11 | -0.5 |
| O=C(Nc1ccc(Cl)c(C(=O)N2CCOCC2)c1)c1ccccc1 | -11 | 1.2 |
| Cc1ccccc1Cn1nc(C)c(NC(=O)CCCn2nc(C)c([N+](=O)[O-])c2C)c1C | -14 | -0.1 |

New compounds follow:
Molecule,TEAD-YAP block,FBW7 activator,MITF primary,GPR151 activ
Cc1ccc2[nH]c3nc(SCCN4CCOCC4)nnc3c2c1,-28,0.0,6,0.5
COc1ccc(NC(=O)C(=O)NNC(=O)c2ccc(C(C)(C)C)cc2)c(OC)c1,3,-0.2,-14,0.6
COc1cc([N+](=O)[O-])cc2c1NC(c1ccc(Br)cc1)C1CC=CC21 (centres undefined),5,0.0,1,0.7
CCCCCn1c(=S)[nH]c2cc(C(=O)Nc3cc(C)cc(C)c3)ccc2c1=O,-1,0.2,15,0.2
CCCC(C)NC(=O)c1ccc(C)cc1 (centres undefined),-3,0.1,30,-1.2
O=C(Nc1c2c(nn1-c1ccc(F)cc1)CSC2)c1cc(Br)ccc1Cl,4,0.0,1,0.5
CCOC(=O)C1=C(C)N=c2s/c(=C\c3ccc(-c4ccc(C)cc4[N+](=O)[O-])o3)c(=O)n2C1c1ccc(N(C)C)cc1 (centres undefined),-1,-0.1,13,-1.1
COc1ccccc1OCC(=O)N/N=C1\CC(=O)CC(C)(C)C1,3,0.0,3,-0.3
Cc1ccc(C)c(N(CC(=O)Nc2ccc(F)cc2)S(C)(=O)=O)c1,0,0.0,-3,0.9
CCCCC(CC)CNC(=O)CN(C)S(=O)(=O)c1ccc2c(c1)CCC(=O)N2 (centres undefined),4,-0.1,-2,-0.7

(cont.)
Molecule,TEAD-YAP block,FBW7 activator,MITF primary,GPR151 activ
CC(=O)N(C(C)=O)S(=O)(=O)c1ccc(N=NN2CCCCC2)cc1,3,-0.1,-9,0.6
CN1CCN(CCC(=O)Nc2ccccc2Cl)CC1,11,-0.1,6,1.8
CCC(CC)C(=O)Nc1ccc(Cl)cc1,3,0.6,16,-1.6
O=C1[C@@H]2C[C@@H](O)CN2C(=O)[C@H]2CN(Cc3ccccc3Cl)CCN12,-1,0.1,2,1.0
COC(=O)C1=C(N)N(c2cccc(Cl)c2C)C2=C(C(=O)CC(C)(C)C2)C1c1ccc([N+](=O)[O-])cc1 (centres undefined),14,0.2,-6,0.7
O=C(Cc1c(Cl)cccc1Cl)NCC1(N2CCOCC2)CCCCC1,-3,0.1,9,0.5
CCOC(=O)c1sc2nc(SCC(=O)Nc3ccc(N(C)C)cc3)n(Cc3ccc(F)cc3)c(=O)c2c1C,6,-0.1,-8,-1.3
COC(=O)c1cc2ccsc2n1Cc1ccccc1F,-62,0.1,-12,1.5
CCCC1O[C@@H]2C[C@H]3[C@@H]4CCC5=CC(=O)C=CC5(C)[C@H]4[C@@H](O)CC3(C)C2(C(=O)CO)O1 (some centres undefined),/,0.1,0,0.4
O=C(NCc1ccc(Cl)cc1)C(=O)NC1CCCCC1,-2,0.1,12,-0.5

Filtered by structure: the compounds so far with a cyano group (3)
Molecule,TEAD-YAP block,FBW7 activator,MITF primary,GPR151 activ
N#C/C(=C1\CCCCCN1)c1nc2ccccc2[nH]1,9,-0.1,21,0.4
CC(=O)Nc1ccc(/C=C(\C#N)C(=O)NC2CCCCC2)cc1,-7,0.3,2,-1.0
CN1CCN(c2ccc(/C=C(/C#N)c3nc4ccccc4[nH]3)cc2[N+](=O)[O-])CC1,-6,-0.1,24,-0.8

Continued:
Molecule,TEAD-YAP block,FBW7 activator,MITF primary,GPR151 activ
Cc1cc(C)cc(C(=O)Nc2c3c(nn2-c2ccc(F)cc2)CSC3)c1,18,0.2,2,1.3
COc1ccccc1NC(=O)c1ccc2c(=O)n(Cc3cccc(Br)c3)c(=S)[nH]c2c1,-5,0.1,-2,1.7
Cc1cc2cccc(C)c2nc1SCC(=O)NNC(=O)c1ccco1,4,-0.1,10,0.2
COc1ccc(C=O)cc1Cn1ccnc1,4,0.0,7,-1.0
COc1ccc(-c2nc3ccccc3c(=O)o2)cc1OC,-1,0.0,-8,-1.3
CC1(C)CC(=O)C2=C(C1)OC1=C(C(=O)CC(C)(C)C1)C2c1ccc(Br)cc1,9,-0.1,-3,0.5
CCC(C)(CC(=O)O)CC(=O)N1CCC2(CC1)NCCc1c2[nH]c2ccc(C)cc12 (centres undefined),-3,-0.5,3,0.6
CCS(=O)(=O)c1c(S(=O)(=O)CC)c2cc(C(C)(C)C)ccn2c1C(=O)c1ccc(OC)cc1,-3,-0.1,6,0.8
CCC[N+]1(CC#CC2(O)CCCCC2)CCOCC1,-3,0.3,15,-0.6
CCOC(=O)CC(NCc1ccncc1)c1cccs1 (centres undefined),-5,0.0,2,1.3

Further records:
Molecule,TEAD-YAP block,FBW7 activator,MITF primary,GPR151 activ
CCOc1cccc(/C=N\NC(=O)c2ccc(Br)cc2)c1O,13,-1.0,20,-0.6
O=C(CNCCCN1CCOCC1)Nc1ccc(N2CCCCCC2)cc1,-3,-0.1,75*,-0.9
O=[N+]([O-])c1c(NCCO)cc(N2CCN(c3ccccc3)CC2)c2nonc12,10,0.1,9,0.0
CC(C)/C=C/CN1CCc2nnc(C(NS(C)(=O)=O)C(C)C)n2CC1 (centres undefined),-4,0.2,9,-1.3
Cc1cc(C)cc(C(=O)NCc2nc(-c3ccc(Cl)cc3)no2)c1,1,-0.1,1,0.2
N#Cc1ccc(OCC(=O)NCC2(N3CCCCC3)CCCCC2)cc1,-1,0.5,2,-2.4
Cc1cc(N(CC(=O)NC2CC3CCC2C3)S(C)(=O)=O)ccc1Br (centres undefined),2,-0.1,-5,0.2
CC(Oc1ccccc1)C(=O)Nc1cc(Cl)ccc1O (centres undefined),-11,-0.2,-15,-0.3
CC(=O)c1ccc(-c2nnc(CCC(=O)N(C)CC34CC5CC(CC(C5)C3)C4)o2)s1,-32,-0.2,-7,0.3
COc1ccc(OCC(O)CN2CCN(c3ccccn3)CC2)cc1 (centres undefined),-4,-0.1,0,1.0

Continued:
Molecule,TEAD-YAP block,FBW7 activator,MITF primary,GPR151 activ
CC(=O)C(C)n1c(=O)c2c(nc3n(CCc4ccccc4)c(C)cn23)n(C)c1=O (centres undefined),-8,-0.1,-4,-1.7
CC(C)=CCCC1(C)OC(=O)N(C2CC(C)(C)NC(C)(C)C2)C1(C)O (centres undefined),-4,0.0,1,-1.2
O=C1C=CC=C2C3CC(CC12)CN(c1nc(N2CCCCC2)nc(N2CCCCC2)n1)C3 (centres undefined),-4,-0.1,-2,-0.6
O=C(O)CCCN1C(=O)c2ccc(C(=O)c3cccc([N+](=O)[O-])c3)cc2C1=O,8,0.0,-9,1.9
O=C(OCc1ccc2ccccc2c1)c1ccco1,-1,0.2,2,-0.1
O=C(Nn1c(-c2ccccc2F)nc2ccccc2c1=O)c1cc2ccccc2oc1=O,0,0.1,12,-0.9
COc1cc2cc(C)c3nnc(SCC(=O)NNC(C)=O)n3c2cc1OC,10,0.0,7,-0.2
O=C1N[C@@H](CO)C(=O)N2CCN(C(=O)OCc3ccccc3)C[C@H]12,1,0.1,0,0.0
COc1cc(/C=C2/C(=N)N3C(SC)=NSC3=NC2=O)ccc1OCC(=O)O,-57,0.2,1,-1.5
COCc1cc(=O)[nH]c(/N=C(\N)Nc2ccc(OC)cc2)n1,-1,-0.1,9,0.4

(more compounds)
Molecule,TEAD-YAP block,FBW7 activator,MITF primary,GPR151 activ
Cc1ccc(CN2CCN(Cc3nc4ccccc4nc3C)CC2CCO)cc1 (centres undefined),-2,0.8,12,1.7
O=[N+]([O-])c1nn(-c2ccc3c(c2)OCCO3)n(O)c1=NC1CCCCC1,-14,-0.2,9,-0.1
Cc1ccccc1OCC(=O)Nc1ccc2oc(-c3ccc(F)cc3)nc2c1,0,0.5,-2,0.4
Cc1ccc(C)c(NCc2c(CO)cnc(C)c2O)c1,-6,0.1,-1,0.4
CC1=C(C(=O)Nc2ccccc2C)C(c2ccc(N(C)C)cc2)N2C(=O)CSC2=N1 (centres undefined),11,0.0,22,-0.3
Cc1cc(NC(=O)/C=C/c2ccccc2)ccc1O,73*,-0.2,-12,-1.5
CCOc1ccc(NC(=O)Cn2cnc3sc(C)c(S(=O)(=O)N4CCOCC4)c3c2=O)cc1,7,-0.1,6,-0.2
N#Cc1ccc(NC(=O)COC(=O)c2cccnc2Nc2cccc(C(F)(F)F)c2)cc1,0,0.1,-4,-1.0
